High-throughput results as filed in PubChem.
Rev-erbA mod: modulators of human Rev-erb alpha DNA binding. P20393. Rev-erbα–FITC-DNA binding, fluorescence polarization, 90 min. activity, % at 10 µM. hit rate 0.79% among 370,000;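 active means activity above about 14%, limit read from the data; passing the limit was not always enough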;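 further: 0% = DMSO wells with 35 nM protein and 100% = DMSO wells with 750 nM protein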
Target sequence (P20393 whole entry, looked up): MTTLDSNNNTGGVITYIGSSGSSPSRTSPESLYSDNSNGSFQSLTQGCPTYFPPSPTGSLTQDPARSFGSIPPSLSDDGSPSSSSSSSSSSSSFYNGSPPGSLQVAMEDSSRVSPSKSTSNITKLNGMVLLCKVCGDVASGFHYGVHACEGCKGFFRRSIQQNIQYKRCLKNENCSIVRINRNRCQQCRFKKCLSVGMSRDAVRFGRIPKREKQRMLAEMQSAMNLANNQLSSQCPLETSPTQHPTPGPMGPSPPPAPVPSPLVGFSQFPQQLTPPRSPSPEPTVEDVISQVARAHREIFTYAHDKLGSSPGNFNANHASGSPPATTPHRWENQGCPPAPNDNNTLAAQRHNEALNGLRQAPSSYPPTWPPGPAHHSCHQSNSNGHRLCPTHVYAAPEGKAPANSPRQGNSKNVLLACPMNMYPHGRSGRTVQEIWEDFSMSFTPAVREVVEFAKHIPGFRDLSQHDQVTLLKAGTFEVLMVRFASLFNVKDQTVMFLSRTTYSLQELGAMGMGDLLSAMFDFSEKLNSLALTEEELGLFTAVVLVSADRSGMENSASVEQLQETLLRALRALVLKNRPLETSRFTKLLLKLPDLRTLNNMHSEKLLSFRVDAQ
NPR1 activator: GC-A (human) enzyme activation; HEK293 GC-A cells, cGMP TR-FRET, EC30 ANP; 0% at EC30 ANP, 100% saturating ANP; P16066; hit rate 0.14% among 370,000; activation, % at 10 µM; in the data active means activation above about 40%
ASAP1 inh: ASAP1 ArfGAP inhibition; Q9ULH1; ASAP1-stimulated ARF1 GTP hydrolysis, GDP FP detection; inhibition, % at 16.5 µM; hit rate 0.19% among 360,000; in the data active means inhibition above about 25%;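 further: 0% = vehicle with enzyme and substrate and 100% = no enzyme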
HTRA1 inh: HTRA1 (human) protease inhibition. recombinant HTRA1, FP-rhodamine activity-based probe, fluorescence polarization. inhibition, % at 5.96 µM. hit rate 0.5% among 340,000. AID 504803; in the data active means inhibition above about 36%;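 further: 0% = enzyme with DMSO and 100% = wells lacking enzyme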
SMARCA2 activ: activators of SMARCA2 function; MG213 cells, MMTV-luciferase reporter, dexamethasone, overnight; activation, % at 9.1 µM; hit rate 1% among 370,000; in the data active means activation above about 7.8%;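 further: 0% = vehicle wells and 100% = reference activator wells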
GC-B act: GC-B (human) receptor activation. HEK293-GC-B cells, CNP EC30, cGMP TR-FRET; 0% at EC30 CNP, 100% saturating CNP. activation, % at 10 µM. hit rate 0.11% among 370,000. AID 1920062;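 active means activation at 10 µM reaching about 35% in either raw or pattern-adjusted values, limit read from the data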
ARFGAP1 inhibitor: rat ARFGAP1 inhibition. Q62848. Arfgap1-stimulated ARF1 GTP hydrolysis, GDP FP detection. inhibition, % at 16.5 µM. hit rate 0.26% among 360,000. AID 651572;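 active means inhibition above a per-plate limit, mean inhibition of low control wells plus 3 SD, cut at about 25% in these data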;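 further: 0% = DMSO wells with enzyme and 100% = wells lacking Arfgap1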
Target sequence (Q62848 1-136 limits assumed): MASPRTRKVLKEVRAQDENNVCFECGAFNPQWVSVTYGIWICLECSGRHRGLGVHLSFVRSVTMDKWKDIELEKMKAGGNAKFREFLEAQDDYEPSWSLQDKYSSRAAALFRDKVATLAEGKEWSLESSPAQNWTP
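Assay system: purified rat His6-Arfgap1 residues 1-136 (GAP domain); Reagent: human Δ17 ARF1 bound to GTP; Dosing: 16.5 µM single point, 1.26% DMSO; Times: GTP hydrolysis reaction 2 h at 25 °C; Signal: FP, GDP Alexa 633 tracer displaced from anti-GDP antibody, 620/688 nm; Measure: % inhibition from polarization.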
rCAG binder: binds r(CAG) RNA repeats | r(CAG) RNA repeat, TO-PRO-1 dye displacement fluorescence | inhibition, % at 3 µM | hit rate 1.3% among 370,000;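 active means inhibition above the plate cutoff, the mean of all test compounds on that plate plus 3 SD, cut at about 35% in these data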;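 further: 0% = DMSO alone and 100% = 100 µM mitoxantrone as full dye displacement; higher means more dye released from RNA so lower well fluorescence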
ABHD4 inh: ABHD4 (mouse) inhibition, primary FP screen; Q8VD66; purified mABHD4, FP-Rh probe fluorescence polarization; inhibition, % at 8.92 µM; hit rate 0.54% among 370,000; AID 720543;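 active means inhibition exceeding the mean over every tested compound plus 3 SD, cut at about 30% in these data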;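 further: 0% = plate median of compound wells and 100% = S159A mutant with DMSO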
Target sequence (Q8VD66 whole entry, looked up): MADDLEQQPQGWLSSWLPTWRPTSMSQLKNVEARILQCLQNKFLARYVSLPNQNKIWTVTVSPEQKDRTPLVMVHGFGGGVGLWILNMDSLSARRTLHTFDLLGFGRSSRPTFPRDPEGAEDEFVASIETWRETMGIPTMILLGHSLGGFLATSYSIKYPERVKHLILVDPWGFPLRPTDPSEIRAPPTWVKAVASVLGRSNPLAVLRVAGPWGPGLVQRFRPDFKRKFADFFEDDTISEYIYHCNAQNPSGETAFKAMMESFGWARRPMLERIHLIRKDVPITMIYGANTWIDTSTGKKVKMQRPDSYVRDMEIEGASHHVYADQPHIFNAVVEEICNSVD
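Assay system: mABHD4 protein; medium: HEPES pH 7.0, NaCl, Pluronic buffer; dosing: 8.92 µM, single dose; schedule: 45 min + 60 min at 25 °C; signal: FP readout, ex 525 nm / em 598 nm; read-out: normalized percent inhibition of probe labeling; repeats: single replicate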
PG9 binder: small molecules binding HIV-1 gp120 antibody PG9; inhibition, % at 6.7 µM; hit rate 0.43% among 360,000; TR-FRET gp120-PG9 antibody binding; in the data active means inhibition above about 8.5%
Numbers without * were called inactive.

Screening OC(CN1CCOCC1)CN(c1ccccc1)c1ccccc1 (configuration not stated) returned Rev-erbA mod 0, NPR1 activator -3, ASAP1 inh 8, HTRA1 inh -3, SMARCA2 activ 0, GC-B act -4, ARFGAP1 inhibitor -3, rCAG binder -7, ABHD4 inh 1 and PG9 binder -0.6.
For Cc1cc(NC(=O)C(C)SCC(=O)Nc2ccccc2N2CCCCC2)no1 (configuration not stated) the results were Rev-erbA mod 7, NPR1 activator -11, ASAP1 inh -3, HTRA1 inh -9, SMARCA2 activ -2, GC-B act -7, ARFGAP1 inhibitor -6, rCAG binder -9, ABHD4 inh 0 and PG9 binder -0.5.
For CCC1(c2ccccc2)NC(=O)N(CC(=O)NCC2COc3ccccc3O2)C1=O (configuration not stated) the results were Rev-erbA mod 7, NPR1 activator 2, ASAP1 inh -5, HTRA1 inh -3, SMARCA2 activ -3, GC-B act 6, ARFGAP1 inhibitor 11, rCAG binder -2, ABHD4 inh -1 and PG9 binder -1.3.
Screening COc1ccc(CN2C(=O)c3cccnc3C2=O)cc1S(=O)(=O)N1CCCCC1C (configuration not stated) returned Rev-erbA mod -3, NPR1 activator -3, ASAP1 inh -7, HTRA1 inh -4, SMARCA2 activ 0, GC-B act 3, ARFGAP1 inhibitor -6, rCAG binder 1, ABHD4 inh 6 and PG9 binder -2.6.
COc1ccc(N/N=C(/Oc2ccc([N+](=O)[O-])cc2)C(C)=O)cc1 was read as Rev-erbA mod 2, NPR1 activator 0, ASAP1 inh 8, HTRA1 inh -3, SMARCA2 activ 3, GC-B act -2, ARFGAP1 inhibitor 16, rCAG binder 10, ABHD4 inh -3 and PG9 binder -1.3.
For Cc1ccc(-n2c(O)c(C=NC3CCS(=O)(=O)C3)c3ccccc3c2=O)c(C)c1 (configuration not stated) the results were Rev-erbA mod 4, NPR1 activator 2, ASAP1 inh -2, HTRA1 inh 5, SMARCA2 activ -3, GC-B act 5, ARFGAP1 inhibitor -3, rCAG binder -1, ABHD4 inh -4 and PG9 binder 0.1.
Screening CCOC(=O)C1(Cc2ccc(OC)cc2)CCN(C(=O)CN2CCOC2=O)CC1 returned Rev-erbA mod 3, NPR1 activator 4, ASAP1 inh 7, HTRA1 inh 5, SMARCA2 activ 2, GC-B act 5, ARFGAP1 inhibitor -7, rCAG binder -5, ABHD4 inh -1 and PG9 binder 0.1.
For CCOc1cccc(C(=O)Nc2ccc3c(c2)OCCO3)c1 the results were Rev-erbA mod -3, NPR1 activator 3, ASAP1 inh -7, HTRA1 inh -2, SMARCA2 activ 0, GC-B act 0, ARFGAP1 inhibitor 4, rCAG binder -3, ABHD4 inh 3 and PG9 binder -1.7.
`CCN(CC(=O)Nc1c(F)cccc1F)C(=O)c1ccc(N2CCOCC2)c([N+](=O)[O-])c1` gave Rev-erbA mod 6, NPR1 activator -4, ASAP1 inh -10, HTRA1 inh 0, SMARCA2 activ -2, GC-B act 5, ARFGAP1 inhibitor 4, rCAG binder 0, ABHD4 inh -3 and PG9 binder -0.6.
`CCC(=O)N1CCN(c2ccccc2NC(=O)COc2ccc(C(C)C)cc2)CC1` gave Rev-erbA mod 2, NPR1 activator 0, ASAP1 inh -7, HTRA1 inh -13, SMARCA2 activ -1, GC-B act -3, ARFGAP1 inhibitor -9, rCAG binder -6, ABHD4 inh 3 and PG9 binder -0.1.
COc1ccc(C(=O)N2CCN(c3ccc(NC(=O)c4ccco4)cc3)CC2)cc1 was read as Rev-erbA mod -1, NPR1 activator -1, ASAP1 inh -6, HTRA1 inh 4, SMARCA2 activ -3, GC-B act -3, ARFGAP1 inhibitor -4, rCAG binder -5, ABHD4 inh -4 and PG9 binder -1.5.
COc1cc(C(=S)N2CCOCC2)cc(OC)c1OC(=O)Cc1ccc(F)cc1 was read as Rev-erbA mod 1, NPR1 activator 6, ASAP1 inh 0, HTRA1 inh 3, SMARCA2 activ -2, GC-B act -1, ARFGAP1 inhibitor 2, rCAG binder -4, ABHD4 inh 0 and PG9 binder 0.5.
Screening COc1ccc(CC(CC(=O)O)C(=O)Nc2ccc(Cl)c(Cl)c2)cc1 (configuration not stated) returned Rev-erbA mod 9, NPR1 activator -1, ASAP1 inh -3, HTRA1 inh 6, SMARCA2 activ -2, GC-B act 2, ARFGAP1 inhibitor -10, rCAG binder 20, ABHD4 inh -1 and PG9 binder 3.3.
Cc1ccc(Cl)cc1N1CCN(C(=O)Cc2csc(Nc3nc(=S)[nH]c4ccccc34)n2)CC1 was read as Rev-erbA mod -4, NPR1 activator -10, ASAP1 inh -6, HTRA1 inh 0, SMARCA2 activ -1, GC-B act 1, ARFGAP1 inhibitor -5, rCAG binder 6, ABHD4 inh 8 and PG9 binder 0.9.
Screening O=C(COc1ccc(Br)cc1Cl)N1CCN(c2ncccn2)CC1 returned Rev-erbA mod 5, NPR1 activator -1, ASAP1 inh 4, HTRA1 inh -3, SMARCA2 activ -7, GC-B act -3, ARFGAP1 inhibitor -6, rCAG binder -1, ABHD4 inh -10 and PG9 binder 0.0.
Screening CCCCNC(=O)C[C@H]1C[C@@]2(C(=O)OC)C(=C[C@H](C(C)C)O[C@@H]2C2CC2)N(Cc2ccccc2)C1=O returned Rev-erbA mod 2, NPR1 activator -2, ASAP1 inh 1, SMARCA2 activ -5, GC-B act -6, ARFGAP1 inhibitor 7, rCAG binder -2, ABHD4 inh 5 and PG9 binder 1.0.
Screening CN(C)c1ccc(NC(=O)CN2CCC(O)(c3ccccc3)CC2)cc1 returned Rev-erbA mod -4, NPR1 activator -2, ASAP1 inh 1, HTRA1 inh -2, SMARCA2 activ -3, GC-B act -6, ARFGAP1 inhibitor 5, rCAG binder -8, ABHD4 inh 3 and PG9 binder -4.2.
Screening CCOC(=O)c1cc(-c2ccc(/C=N\n3cnnc3)o2)ccc1Cl returned Rev-erbA mod 8, NPR1 activator 1, ASAP1 inh 3, HTRA1 inh -9, SMARCA2 activ 1, GC-B act 5, ARFGAP1 inhibitor 1, rCAG binder 1, ABHD4 inh -1 and PG9 binder -2.4.
CC(=O)NC(c1ccc(C)cc1)c1cc(Cl)c2cccnc2c1O (configuration not stated) was read as Rev-erbA mod -1, NPR1 activator 2, ASAP1 inh -1, HTRA1 inh 62*, SMARCA2 activ -2, GC-B act 3, ARFGAP1 inhibitor 6, rCAG binder -1, ABHD4 inh 21 and PG9 binder -2.2.
`O=C(c1ccco1)N1CCN(Cc2nnc(-c3ccccc3)o2)CC1` gave Rev-erbA mod 4, NPR1 activator 1, ASAP1 inh 0, HTRA1 inh 1, SMARCA2 activ -3, GC-B act -1, ARFGAP1 inhibitor -1, rCAG binder -5, ABHD4 inh 1 and PG9 binder -0.1.
`O=C1CSC(c2ccc(Cl)cc2Cl)N1c1ccccn1` (configuration not stated) gave Rev-erbA mod 1, NPR1 activator -1, ASAP1 inh -11, HTRA1 inh 15, SMARCA2 activ 2, GC-B act -9, ARFGAP1 inhibitor -10, rCAG binder -4, ABHD4 inh -6 and PG9 binder -1.0.
For O=C(O)CCc1nc2cccnc2n1Cc1ccccc1 the results were Rev-erbA mod 2, NPR1 activator 2, ASAP1 inh -1, HTRA1 inh -4, SMARCA2 activ -2, GC-B act 3, ARFGAP1 inhibitor 5, rCAG binder 4, ABHD4 inh -1 and PG9 binder 0.0.
For O=C(Cn1c(=O)n(-c2ccc(F)cc2)c(=O)c2sccc21)NC1CCCCC1 the results were Rev-erbA mod -4, NPR1 activator 3, ASAP1 inh 9, HTRA1 inh -2, SMARCA2 activ 4, GC-B act -1, ARFGAP1 inhibitor 4, rCAG binder -2, ABHD4 inh 1 and PG9 binder 0.3.
For O=C(Cc1c(F)cccc1Cl)NNC(=O)c1ccc(Br)s1 the results were Rev-erbA mod 3, NPR1 activator 1, ASAP1 inh 7, HTRA1 inh 0, SMARCA2 activ -2, GC-B act 0, ARFGAP1 inhibitor -6, rCAG binder 1, ABHD4 inh 0 and PG9 binder -0.2.
O=C(NCc1nnc(SCc2ccc(C(F)(F)F)cc2)n1-c1ccccc1)C12CC3CC(CC(C3)C1)C2 was read as Rev-erbA mod -2, NPR1 activator -3, ASAP1 inh 1, HTRA1 inh -9, SMARCA2 activ -1, GC-B act -3, ARFGAP1 inhibitor 13, rCAG binder 0, ABHD4 inh 6 and PG9 binder -1.3.
Screening COc1ccc(CNC(=O)CNC(=O)c2ccc(C(C)(C)C)cc2)cc1OC returned Rev-erbA mod 1, NPR1 activator 0, ASAP1 inh 8, HTRA1 inh -12, SMARCA2 activ 2, GC-B act 0, ARFGAP1 inhibitor -4, rCAG binder -8, ABHD4 inh 0 and PG9 binder -3.0.
COc1cccc(OC)c1OCCCCn1cnc2ccccc2c1=O was read as Rev-erbA mod -4, NPR1 activator -1, ASAP1 inh -1, HTRA1 inh -8, SMARCA2 activ 1, GC-B act -2, ARFGAP1 inhibitor -4, rCAG binder -10, ABHD4 inh 13 and PG9 binder -0.6.
CCn1ncc(S(=O)(=O)Nc2cc(Cl)ccc2C)c1C was read as Rev-erbA mod -3, NPR1 activator 2, ASAP1 inh 13, HTRA1 inh -2, SMARCA2 activ -1, GC-B act 1, ARFGAP1 inhibitor 0, rCAG binder -2, ABHD4 inh -1 and PG9 binder -1.1.
For COc1ccc(-c2nc(-c3cccc(C)c3)nc(N3CCN(C)CC3)c2C#N)cc1 the results were Rev-erbA mod -2, NPR1 activator -5, ASAP1 inh -15, HTRA1 inh -4, SMARCA2 activ 1, GC-B act -5, ARFGAP1 inhibitor 8, rCAG binder 4, ABHD4 inh -4 and PG9 binder -0.7.
Screening CCOC(=O)C(=CNc1ccc2c(c1)c1ccccc1n2CC)C(=O)OCC returned Rev-erbA mod 1, NPR1 activator 4, ASAP1 inh -5, HTRA1 inh -2, SMARCA2 activ -3, GC-B act -4, ARFGAP1 inhibitor -7, rCAG binder 8, ABHD4 inh 7 and PG9 binder 0.1.
For NCCSSCCN the results were Rev-erbA mod -1, NPR1 activator 4, ASAP1 inh -8, HTRA1 inh -4, SMARCA2 activ -1, GC-B act -1, ARFGAP1 inhibitor 1, rCAG binder -2, ABHD4 inh -20 and PG9 binder -0.8.
For CC(=O)c1cccc(NC(=O)c2ccc(-n3cncn3)c3ccoc23)c1 the results were Rev-erbA mod 0, NPR1 activator -5, ASAP1 inh 2, SMARCA2 activ -2, GC-B act -9, ARFGAP1 inhibitor -2, rCAG binder 5, ABHD4 inh -2 and PG9 binder 0.6.

Three compounds out of the list, ordered by length of the SMILES, falling:
Screening CCOC(=O)C(=CNc1ccc2c(c1)c1ccccc1n2CC)C(=O)OCC returned Rev-erbA mod 1, NPR1 activator 4, ASAP1 inh -5, HTRA1 inh -2, SMARCA2 activ -3, GC-B act -4, ARFGAP1 inhibitor -7, rCAG binder 8, ABHD4 inh 7 and PG9 binder 0.1.
For CCOc1cccc(C(=O)Nc2ccc3c(c2)OCCO3)c1 the results were Rev-erbA mod -3, NPR1 activator 3, ASAP1 inh -7, HTRA1 inh -2, SMARCA2 activ 0, GC-B act 0, ARFGAP1 inhibitor 4, rCAG binder -3, ABHD4 inh 3 and PG9 binder -1.7.
`O=C1CSC(c2ccc(Cl)cc2Cl)N1c1ccccn1` (configuration not stated) gave Rev-erbA mod 1, NPR1 activator -1, ASAP1 inh -11, HTRA1 inh 15, SMARCA2 activ 2, GC-B act -9, ARFGAP1 inhibitor -10, rCAG binder -4, ABHD4 inh -6 and PG9 binder -1.0.
